Source: PubChem (NCI)
All columns: NCI-60 one-dose screen, growth in % after 48 h at 10 µM unless noted; 100 = growth as untreated, 0 = no growth, -100 = all killed.
SK-MEL-5: SK-MEL-5 melanoma | 6.4% of 80,000 active | AID 1794755
UACC-257: UACC-257 melanoma | 4.4% of 78,000 active | AID 1794764
MALME-3M: MALME-3M melanoma; AID 1794766; 5.8% of 78,000 active
UACC-62: UACC-62 melanoma. AID 1794756. 5.4% of 81,000 active
SK-MEL-2: SK-MEL-2 melanoma. 4.7% of 77,000 active
MDA-MB-435: MDA-MB-435 melanoma | 7.8% of 82,000 active | AID 1794794
LOX IMVI: LOX IMVI melanoma | 7.4% of 79,000 active | AID 1794757
SK-MEL-28: SK-MEL-28 melanoma; 4.1% of 81,000 active
Numbers without * were called inactive; . = not tested or not shown; & = joins results of further samples. Rule for the calls: active = growth percent below 10; inactive = the rest.

The line under a structure holds: SK-MEL-5	UACC-257	MALME-3M	UACC-62	SK-MEL-2	MDA-MB-435	LOX IMVI	SK-MEL-28
(1) CCOc1ccc(C(=O)O)cc1
 : .	104	118	104	109	104	99	105
(2) CC(C)c1nc2ccccc2n1CC(=O)N/N=C/c1cccc(O)c1
 : 100	88	108	86	107	100	100	97
(3) Oc1ccc(CSc2nnc(-c3ccc(Br)cc3)o2)c2cccnc12
 : 12	30	58	27	68	29	20	33
(4) Cc1nn2c(CCC(=O)c3nc4ccc([N+](=O)[O-])cc4[nH]3)nnc2s1
 : 114	101	100	109	72	106	95	117
(5) COc1ccc(-c2cnc3sc4c(-c5ccccc5)n[nH]c(=O)c4n23)cc1
 : 98	79	114	94	100	107	111	108
(6) CC(C)CCNC(=O)/C=C/Cn1cc(Br)c2ncccc2c1=O
 : .	101	.	.	121	97	.	98
(7) Fc1ccc2nc(-c3c(-c4ccccc4)nc4ncccn34)[nH]c2c1
 : 91	95	112	96	97	101	.	104
(8) NS(=O)(=O)c1ccc(-n2ncc3c2ncn2c(Nc4ccccc4)nnc32)cc1
 : 86	82	98	97	101	103	99	106
(9) N#CC(=O)Nc1cccc(Cl)c1
 : 102	103	100	99	.	99	.	107
(10) Oc1ccc2nc3nc4ccc[nH]c4cc3c2c1
 : 100	98	87	102	97	105	98	116
(11) O=C(CNc1cccnc1)Nc1ccc(Cl)cc1
 : 104	107	99	96	105	97	98	105
(12) NS(=O)(=O)c1ccc(CCn2c(SCC(=O)N/N=C/c3ccc4c(c3)OCO4)nc3ccccc3c2=O)cc1
 : 93	103	91	98	108	97	103	103
(13) CC(=O)NC1=C(C#N)C(c2ccccc2)c2c(ccc3ccccc23)O1 (configuration not stated)
 : 87	94	91	67	92	72	.	94
(14) N#Cc1c(-c2cccc(Cl)c2)cc(-c2ccccc2Br)[nH]c1=O
 : 93	105	102	74	96	50	94	94
(15) O=C(O)[C@@H]1c2ccccc2C(=O)N(c2ccccc2)[C@H]1c1ccccc1
 : 101	.	106	97	95	105	98	104
(16) CCSc1ccc(C(=O)O)cc1
 : 98	107	104	102	107	96	102	94
(17) COc1ccc(-c2nc(SCC(C)C)nc(N/N=C\c3ccccc3O)c2C#N)cc1
 : 108	109	93	95	107	96	97	104
(18) CCCn1cnc2c(c1=N)C(c1ccc(Cl)cc1)c1sc3c(F)cccc3c1O2 (configuration not stated)
 : 64	105	50	85	103	78	82	80
(19) N#C/C(=C\c1cccs1)c1cc2ccccc2[nH]1
 : 85	103	99	69	104	94	81	109
(20) CC(=O)C1CCC2C3CC(F)C4=CC(=O)CCC4(C)C3C(O)CC12C (configuration not stated)
 : 102	99	87	103	137	102	101	112
(21) O=C(Nc1ccc2ccccc2c1)C(F)(F)F
 : 102	108	113	101	115	121	93	113
(22) CS(=O)(=O)Nc1cc(-c2ccc3ncnc(Nc4cccc5[nH]ncc45)c3c2)cnc1Cl
 : 99	92	87	89	92	101	87	87
(23) COc1cc(/C=C2\CN(C)C/C(=C\c3cc(CN4CCCCC4)c(O)c(OC)c3)C2=O)cc(CN2CCCCC2)c1O
 : 71	77	85	61	73	2.5*	5.2*	94
(24) CCOC(=O)c1cnc2ccc(OC)cc2c1NCc1ccccc1
 : 96	105	115	102	123	105	95	102
(25) O=C1NC(=NC23CC4CC(CC(C4)C2)C3)N/C1=C\c1ccc2ncsc2c1
 : 2.0*	27	2.7*	7.1*	-23*	18	2.0*	0.4*
(26) OC(COc1ccccc1Cl)CN1CCCC1 (configuration not stated)
 : 110	123	112	97	135	117	109	129
(27) CC(C)C(=O)OCCN(CCc1ccccc1)CCc1ccccc1
 : 110	106	100	105	100	108	96	104
(28) CC(C)(C)c1ccc(C(=O)Nc2ccc(C(=O)NNC(=O)CCCCCCCC(=O)NNC(=O)c3ccc(NC(=O)c4ccc(C(C)(C)C)cc4)cc3)cc2)cc1
 : 85	84	86	18	31	51	30	88
(29) CCOC(=O)N1CCN(C(=O)OCC)CC1
 : 95	97	95	91	114	105	103	110
(30) CN1CCN(Cc2ccc(NC(=O)c3cccc(C#Cc4c(N)ncc5ccc(F)cc45)c3)cc2C(F)(F)F)CC1
 : -83*	-62*	-54*	-51*	-50*	-96*	-98*	-90*
(31) Cn1c2ccccc2c2c3c(c4c5cccnc5[nH]c4c21)C(=O)N(O)C3=O
 : 13	.	58	.	97	64	2.6*	.
(32) COc1ccc(NC(=O)Nc2ccc(OCc3cccc(OC)c3)cc2)cc1
 : 100	107	97	90	112	96	70	97
(33) Cn1c(-c2c(N)n(CCCN3CCOCC3)c3nc(C#N)c(C#N)nc23)nc2ccccc21
 : 93	68	48	77	109	79	68	59
(34) CC[C@H]1OC(=O)[C@H](C)[C@@H](O[C@H]2C[C@@](C)(OC)[C@@H](O)[C@H](C)O2)[C@H](C)[C@@H](O[C@@H]2O[C@H](C)C[C@H](N(C)C)[C@H]2O)[C@](C)(OC)C/C(C)=C2/O[C@@]1(C)C=C2C
 : 19	18	-80*	-84*	-17*	-83*	-85*	-57*
(35) CCC(C)Sc1nc(N)nc2c1ncn2C1OC(CO)C(O)C1O (configuration not stated)
 : 111	.	105	106	108	98	109	175
(36) COc1cc2ncnc3c2cc1OCCCCCN(C)Cc1ccc(Br)cc1N3
 : 73	31	72	44	.	72	33	75
(37) Cc1cc(C)cc(NC(=O)CSc2nnc(-c3ccc(NC(=O)c4cccnc4)cc3)n2N)c1
 : 107	99	99	95	113	102	100	101
(38) CSc1n(Cc2ccc3ccccc3c2)c(C)c[n+]1Cc1ccc2ccccc2c1
 : -96*	-41*	-25*	-56*	-26*	-66*	-92*	-9.2*
(39) CCN1CCCC(=O)C1
 : 106	94	90	99	.	114	95	98
(40) NNC(=O)CNc1ccc2ccccc2c1
 : 101	105	99	99	99	111	96	125

In another format: six of the compounds above
33	Cn1c(-c2c(N)n(CCCN3CCOCC3)c3nc(C#N)c(C#N)nc23)nc2ccccc21
34	CC[C@H]1OC(=O)[C@H](C)[C@@H](O[C@H]2C[C@@](C)(OC)[C@@H](O)[C@H](C)O2)[C@H](C)[C@@H](O[C@@H]2O[C@H](C)C[C@H](N(C)C)[C@H]2O)[C@](C)(OC)C/C(C)=C2/O[C@@]1(C)C=C2C
35	CCC(C)Sc1nc(N)nc2c1ncn2C1OC(CO)C(O)C1O (configuration not stated)
36	COc1cc2ncnc3c2cc1OCCCCCN(C)Cc1ccc(Br)cc1N3
37	Cc1cc(C)cc(NC(=O)CSc2nnc(-c3ccc(NC(=O)c4cccnc4)cc3)n2N)c1
38	CSc1n(Cc2ccc3ccccc3c2)c(C)c[n+]1Cc1ccc2ccccc2c1

screen / no.	33	34	35	36	37	38
SK-MEL-5	93	19	111	73	107	-96*
UACC-257	68	18	.	31	99	-41*
MALME-3M	48	-80*	105	72	99	-25*
UACC-62	77	-84*	106	44	95	-56*
SK-MEL-2	109	-17*	108	.	113	-26*
MDA-MB-435	79	-83*	98	72	102	-66*
LOX IMVI	68	-85*	109	33	100	-92*
SK-MEL-28	59	-57*	175	75	101	-9.2*

New compounds follow:
The line under a structure holds: SK-MEL-5	UACC-257	MALME-3M	UACC-62	SK-MEL-2	MDA-MB-435	LOX IMVI	SK-MEL-28
(41) C[C@@H]1CN[C@@H](C)CN1
 : 103	103	118	98	94	109	100	112
(42) C=C1C[C@H]2[C@@H]3C=C(C)C4=CC(=O)CC[C@]4(C)[C@H]3CC[C@]2(C)[C@@]1(OC(C)=O)C(C)=O
 : 109	94	90	95	81	113	110	111
(43) CC(C)(C)c1cc(C[P+](c2ccc(Cl)cc2)(c2ccc(Cl)cc2)c2ccc(Cl)cc2)cc(C(C)(C)C)c1O
 : 86	.	37	82	76	85	93	88
(44) CC(C)OCCCn1c(=N)c(S(=O)(=O)c2ccccc2)cc2c(=O)n3ccccc3nc21
 : 94	101	100	94	109	109	.	110
(45) C=CCSc1nc2ncnc(N)c2[nH]1
 : 102	95	105	96	96	103	95	110
(46) Cc1ccc(S(=O)(=O)NCCNc2nccc(-c3c(-c4ccc(O)cc4)nc4sccn34)n2)cc1
 : 94	108	96	91	114	86	96	114
(47) Cc1ccc(-c2cc(-c3ccc(C)cc3)nc(N3CCN(CCNc4ccnc5cc(Cl)ccc45)CC3)n2)cc1
 : 38	41	-46*	12	65	23	7.0*	15
(48) Nc1[nH]nc2[nH]c(=S)nc(-c3cccs3)c12
 : 98	104	106	87	105	102	97	106
(49) Cc1cc(Oc2ccccc2)ccc1Nc1ncnc2ccc(-c3cnc(Cl)c(NS(C)(=O)=O)c3)cc12
 : -25*	6.4*	0.1*	11	.	18	-3.7*	7.7*
(50) COC(=O)C1(CC(=O)C(c2ccccc2)c2ccccc2)NC(=S)NC(=O)C1C#N (configuration not stated)
 : 101	112	104	100	114	102	.	108
(51) CCOC(=O)c1[nH]n(-c2ccccc2)c(=O)c1/C=N/C(=S)NNC(C)=O
 : 97	108	.	99	114	101	100	98
(52) COc1ccc2c(c1)C(c1c[nH]c3ccccc13)(c1c[nH]c3ccccc13)CCO2
 : 66	48	89	45	44	50	43	54
(53) Cc1ccccc1NC(=O)c1sc2nc3c(cc2c1N)CN(CCc1ccccc1)CC3
 : 99	110	84	93	98	88	70	101
(54) COc1ccc(/C=c2\c(=O)n(-c3ccccc3)c3nn4c(=O)c(=O)[nH]nc4n23)cc1
 : 101	110	104	101	109	112	96	131
(55) CC(=O)Nc1ccc(-c2cc3c(NCc4ccc(Cl)cc4)ncnc3s2)cc1
 : .	79	83	56	84	91	78	93
(56) O=C(CCCN1CCN(c2ccccc2)CC1)c1ccc(F)cc1
 : .	109	100	107	103	105	103	98
(57) CCOC(=O)Cc1ccc(N)cc1
 : 118&110	96&106	123&94	117&103	124&113	110&100	107&115	124&105
(58) N=C(N)c1ccc(C(=N)N)cc1
 : 107	97	111	102	114	103	98	103
(59) Nc1n[nH]c(=S)s1
 : 107	97	106	93	108	101	106	108
(60) COC(=O)c1ccc2c(c1)NC(=O)[C@H]1CCCN21
 : 83	93	92	82	99	40	88	85

Next part, overlapping the part above by 2 compounds.
The line under a structure holds: SK-MEL-5	UACC-257	MALME-3M	UACC-62	SK-MEL-2	MDA-MB-435	LOX IMVI	SK-MEL-28
(59) Nc1n[nH]c(=S)s1
 : 107	97	106	93	108	101	106	108
(60) COC(=O)c1ccc2c(c1)NC(=O)[C@H]1CCCN21
 : 83	93	92	82	99	40	88	85
(61) COc1ccc(C(c2c[nH]c3ccccc23)c2c[nH]c3ccccc23)cc1OC
 : 91	92	95	85	90	99	89	110
(62) O=C(Cc1ccccc1Nc1c(Cl)cccc1Cl)NN1C(=O)/C(=C/c2ccc(Cl)cc2)SC1=S
 : 99	99	101	101	108	104	97	103
(63) Cc1nn(-c2ccc(C(F)(F)F)cc2)c(C)c1N=Nc1ccccc1
 : 97	85	88	82	92	91	96	100
(64) O=C(c1ccccc1)c1ccc2ccccc2c1
 : 105	91	137	99	105	120	100	108
(65) NC(CCSCc1ccccc1)C(=O)O (configuration not stated)
 : 99	100	92	96	105	107	103	119
(66) Cn1c(N)c(NC(=S)NC2CCCCC2)c(=O)n(C)c1=O
 : 108	116	106	108	106	123	108	122
(67) Clc1ccc(-n2cnc3c(Cl)ncnc32)cc1Cl
 : 103	84	85	85	90	99	37	64
(68) O=C(Nc1ccc(Cl)cc1)P(=O)(O)c1ccccc1
 : .	91	106	105	100	112	104	115
(69) CCC/C=C/C=N/N1C(=S)N(Cc2ccccc2)[C@]23OC(N)=C(C#N)[C@]12C(=O)c1ccccc13
 : 70	97	95	66	90	75	74	91
(70) COc1cc(C2=NNC3c4ccccc4N=C(C)N23)cc(OC)c1OC (configuration not stated)
 : .	79	114	98	103	104	97	98
(71) COc1cc(C#N)c(OC)c2c1OCO2
 : 111	109	154	112	105	116	98	118
(72) CC(C)C(C)/C=C\C(C)C1CCC2C3=CC=C4CC(O)CCC4(C)C3CCC21C (configuration not stated)
 : 95	103	100	95	100	105	99	.
(73) C1=CCc2c(cccc2OCCCCCCN2CCCCCC2)C1
 : 32	78	65	83	91	74	79	75
(74) Cc1nc2ccccc2n1C(=O)/C=C/c1ccccc1
 : 96	101	97	105	105	100	97	108
(75) CNC(=O)n1c(N)nc(-c2ccccc2)c1-c1ccccc1
 : 101	123	90	95	136	101	106	99
(76) O=C(c1ccccc1)C(c1ccccc1)N1CCOCC1 (configuration not stated)
 : 102	.	103	105	91	109	98	105
